High-throughput results from PubChem BioAssay.
RXFP1 antagonist – RXFP1 (human) relaxin receptor antagonism; HEK293-RXFP1, relaxin-stimulated cAMP HTRF, 30 min; hits give low values; activity change, negative = inhibition, % at 57.5 µM; 350,000 compounds, 0.59% hits; AID 1259400;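 active means activity change of -60% or lower, but not beyond a set lower limit; inconclusive means change between -60% and -40%, or beyond the set limit; inactive means change above -40%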; further: on the % scale 0 is the no-effect control and ±100 the full control effect
D1 PAM – enhances dopamine response at the human D1 receptor; potentiation, % at 10 µM; P21728; 360,000 compounds, 0.036% hits; HEK293 TREx D1 cells, calcium flux, dopamine EC20 potentiation; AID 504651; in the data active means potentiation above about 30%; further: 0% is about no effect
Target sequence (P21728 whole entry, looked up): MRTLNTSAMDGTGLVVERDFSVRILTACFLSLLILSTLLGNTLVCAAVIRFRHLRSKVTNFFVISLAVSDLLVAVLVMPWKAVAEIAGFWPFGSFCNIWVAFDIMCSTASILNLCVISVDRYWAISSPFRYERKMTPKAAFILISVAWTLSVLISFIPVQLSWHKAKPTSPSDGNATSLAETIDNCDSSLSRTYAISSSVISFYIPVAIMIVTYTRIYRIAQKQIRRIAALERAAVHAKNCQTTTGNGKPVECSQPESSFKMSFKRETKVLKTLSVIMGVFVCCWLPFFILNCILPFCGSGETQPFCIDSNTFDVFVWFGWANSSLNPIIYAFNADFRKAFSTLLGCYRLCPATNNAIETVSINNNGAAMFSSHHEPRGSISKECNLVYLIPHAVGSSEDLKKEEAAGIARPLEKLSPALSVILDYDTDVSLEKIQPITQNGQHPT
D2 antag – antagonizes the human D2 dopamine receptor; P14416; HEK293 TREx D2 cells, calcium flux, dopamine EC80; inhibition, % at 10 µM; 340,000 compounds, 2% hits; in the data active means inhibition above about 30%; further: 0% is about no effect
Target sequence (P14416 whole entry, looked up): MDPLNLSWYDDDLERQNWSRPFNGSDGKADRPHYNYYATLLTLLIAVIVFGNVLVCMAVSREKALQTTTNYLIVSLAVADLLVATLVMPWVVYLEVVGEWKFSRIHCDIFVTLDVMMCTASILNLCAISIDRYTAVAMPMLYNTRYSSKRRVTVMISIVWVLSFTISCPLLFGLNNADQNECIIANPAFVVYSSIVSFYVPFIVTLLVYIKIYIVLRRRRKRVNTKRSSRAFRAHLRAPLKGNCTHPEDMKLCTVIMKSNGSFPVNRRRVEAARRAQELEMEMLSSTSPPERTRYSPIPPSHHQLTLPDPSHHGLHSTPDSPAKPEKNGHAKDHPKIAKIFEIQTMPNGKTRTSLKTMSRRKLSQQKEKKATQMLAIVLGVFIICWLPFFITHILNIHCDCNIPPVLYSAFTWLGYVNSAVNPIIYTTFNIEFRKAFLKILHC
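Calcium flux kinetic readout in an inducible HEK293 TREx D2 line plated overnight at 30 C. After 180 s compound exposure, an EC80 dopamine challenge follows with another 180 s kinetic read to detect antagonism.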
D2 ag – D2 dopamine receptor (human) agonism; HEK293 T-REx D2 cells, calcium flux agonist mode; activation, % at 2 µM; 340,000 compounds, 0.53% hits; AID 485358;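 active means activation over 3 SD above normal in the single-dose calcium agonist read, cut at about 30% in these data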; further: 0% is about no effect
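Tetracycline-induced HEK293 T-REx cells with force-coupled D2 receptor, plated overnight at 30 C, loaded with no-wash calcium dye. After a 10 s baseline, compound was pin-added and calcium flux read kinetically for 180 s; calcium rises flagged agonists.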
TRHR agonist – agonists of human TRH receptor; P34981; TRHR cells, calcium flux fluo-8, FDSS agonist mode; activation, % at 2 µM; 360,000 compounds, 0.18% hits; AID 493084; further: 0% is about no effect
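In this calcium-flux screen, cells bearing human TRHR are dye-loaded with fluo-8, baselined for 10 cycles, then exposed to library compounds; positive kinetic calcium responses during the agonist phase mark hits, with TRH as control.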
TRHR PAM – TRH receptor (human) allosteric enhancement; P34981; TRHR cells, fluo-8 calcium fluorescence, EC20 TRH enhancement; enhancement, % at 2 µM; 360,000 compounds, 0.66% hits; AID 493056; in the data active means enhancement above about 30%; further: 0% is about no effect
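TRHR-expressing cells loaded with fluo-8 calcium dye were read kinetically (ex 480/em 530) during compound addition, then stimulated with an EC20 of TRH (10 nM final). Enhancement of the Gq-mediated intracellular calcium response was scored.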
D2 potentiator – positive allosteric modulators of human D2 dopamine receptor; HEK293 T-REx D2, calcium flux, EC20 dopamine potentiation; potentiation, % at 10 µM; 340,000 compounds, 0.34% hits; AID 485347;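 active means potentiation over 3 SD above the plate norm, cut at about 30% in these data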; further: 0% is about no effect
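Tetracycline-induced HEK293 T-REx cells force-coupled to calcium signalling expressed D2; compounds were pin-added after a 10 s baseline, read kinetically 180 s, then an EC20 dopamine challenge followed with a further 180 s calcium read.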
D1 agonist – human D1 receptor agonism; P21728; HEK293 T-REx D1 cells, calcium flux, agonist mode; activation, % at 2 µM; 360,000 compounds, 1% hits; AID 504660; further: 0% is about no effect
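Agonism was scored from calcium flux recorded over 180 s (1 read/s) after pintool compound addition, following a 10-cycle baseline. Cells were inducible force-coupled HEK293 TREx D1, plated overnight at 30 C and loaded with no-wash calcium dye.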
D1 antagonist – blocks dopamine activation of the human D1 receptor; HEK293 TREx D1 cells, calcium flux, dopamine EC80; hits give low values; AID 504652; P21728; 360,000 compounds, 3.2% hits; activity change, negative = inhibition, % at 10 µM; in the data active means activity change below about -30%; further: on the % scale 0 is the no-effect control and ±100 the full control effect
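HEK293 T-REx cells expressing inducible, force-coupled D1 receptor; no-wash Ca dye, 30–90 min RT. Cmpd → 180 s read at 1 Hz → EC80 DA → 180 s read.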
Active calls of the source: *; ? = inconclusive; / = not tested or not shown; & = joins results of further samples. Unless noted, no stated cut-off is given here; in the data, active means activation above about 30%; inactive means the rest.

SMILES	RXFP1 antagonist	D1 PAM	D2 antag	D2 ag	TRHR agonist	TRHR PAM	D2 potentiator	D1 agonist	D1 antagonist
CC(C)CC(=O)CC1(O)C(=O)Nc2ccccc21 (configuration not stated)	-3.4	-2.7	9.6	0.1	0.1	-7.2	7.0	1.2	4.1
CN(C)c1ccc(/C=C(/NC(=O)c2ccccc2)C(=O)N/N=C/c2ccc([N+](=O)[O-])c(O)c2)cc1	6.1	-7.8	-2.3	-0.4	-0.7	9.8	-5.4	7.7	-11.0
O=C(CC1NCCNC1=O)Nc1ccc2c(c1)OCO2 (configuration not stated)	4.8	0.2	-0.6	-0.8	-0.4	6.4	-6.4	1.4	-3.2
COc1cc(C(=O)N/C(=C\c2cn(C)c3ccccc23)C(=O)N2CCOCC2)cc(OC)c1OC	-7.9	4.5	5.0	0.1	0.1	1.1	1.2	1.5	-33.6*
CCOC(=O)C1=C(C)N(CCCCCC(=O)O)C(=O)NC1c1cccc([N+](=O)[O-])c1 (configuration not stated)	/	-4.3	2.0	-0.3	0.4	-4.1	5.8	0.7	-6.5
C=CCNc1nc(C)c(C(C)=O)cc1C#N	1.5	-7.8	11.2	0.2	-1.2	-0.4	0.2	1.6	-4.2
Cc1ccc(-n2c(Cc3cccn3C)nnc2SCC(=O)Nc2nnc(C)s2)cc1	20.1	-3.2	-11.9	-1.1	0.0	4.6	-2.0	1.8	24.3
CC(=O)c1cccc(NC(=O)c2sc(Cl)nc2C)c1	0.5	4.7	-1.5	0.7	0.2	2.5	6.8	2.4	8.5
O=C(C1CCCN(S(=O)(=O)c2cc(Cl)ccc2Cl)C1)N1CCCCCC1 (configuration not stated)	-13.8	2.4	-9.0	-0.8	-0.5	2.5	-4.1	3.7	13.4
O=C(NCCCN1CCCC1=O)c1cn(-c2ccccc2)nc1-c1ccccc1	-16.3	-1.9	2.4	-1.1	-0.9	-7.9	3.3	2.2	-5.1
CCCn1nnc(NC(=O)c2ccccc2Cl)n1	-6.0	-3.2	-4.2	-0.1	0.2	-4.2	-6.4	3.1	2.8
Cc1cccc(CCn2c(=O)c3ccccc3n(CC(=O)Nc3ccccc3F)c2=O)c1	/	-0.8	/	-2.5	0.8	-2.7	2.5	4.0	5.4
COc1cccc(CN2C(=NC(=O)CCC3CCCC3)SC3CS(=O)(=O)CC32)c1 (configuration not stated)	-2.4	3.1	/	/	1.2	8.1	/	8.1	-5.7
O=C1CSC(c2ccc([N+](=O)[O-])cc2)N1Cc1ccccc1 (configuration not stated)	-2.9	-3.4	14.4	0.5	-1.7	-3.5	-0.1	-0.3	-3.5
O=C(/C=C/c1ccccc1)Nc1nc(-c2cccs2)ns1	-6.6	0.4	/	1.3	0.4	19.4	/	2.8	2.5

Profiles from above.
`COc1cccc(CN2C(=NC(=O)CCC3CCCC3)SC3CS(=O)(=O)CC32)c1` (configuration not stated) across the screens: RXFP1 antagonist = -2.4; D1 PAM = 3.1; D2 antag = /; D2 ag = /; TRHR agonist = 1.2; TRHR PAM = 8.1; D2 potentiator = /; D1 agonist = 8.1; D1 antagonist = -5.7
`CN(C)c1ccc(/C=C(/NC(=O)c2ccccc2)C(=O)N/N=C/c2ccc([N+](=O)[O-])c(O)c2)cc1` across the screens: RXFP1 antagonist = 6.1; D1 PAM = -7.8; D2 antag = -2.3; D2 ag = -0.4; TRHR agonist = -0.7; TRHR PAM = 9.8; D2 potentiator = -5.4; D1 agonist = 7.7; D1 antagonist = -11.0

Additional structures
SMILES	RXFP1 antagonist	D1 PAM	D2 antag	D2 ag	TRHR agonist	TRHR PAM	D2 potentiator	D1 agonist	D1 antagonist
Fc1cccc(CNCc2ccc3c(c2)OCO3)c1	2.0	2.1	9.9	0.5	0.4	12.6	-4.9	1.5	6.2
OC(Cc1ccncc1)(c1ccccc1)c1ccccc1	/	-2.9	11.3	-1.1	-0.3	-1.7	-7.1	1.9	-8.0
O=c1cc(-c2ccccc2Cl)oc2c(NS(=O)(=O)c3ccccc3OC(F)(F)F)ccc(O)c12	/	1.6	-8.2	-1.4	-1.1	-3.1	-2.2	2.7	-9.8
COc1ccc(OC)c(C2=NO[C@@H]3C(=O)N(c4cc(Cl)ccc4OC)C(=O)[C@H]23)c1	-14.7	9.8	-17.9	-1.2	0.2	-3.8	-4.8	2.7	-1.2
Cc1ccccc1NC(=O)Cn1c(=O)oc2cc(Br)ccc21	-17.3	-0.3	/	1.0	0.4	-5.0	6.8	18.2	-25.0
CCc1ccc(NC(=O)Cn2nnc(C(=O)Nc3ccc(F)cc3)c2N)cc1	-4.4	0.8	/	0.2	4.6	-5.1	-3.6	2.4	13.6
Cc1ccc2oc(=O)c3cc(C(=O)NCCCN4CCN(C)CC4)sc3c2c1	-3.5	3.8	8.5	0.8	1.2	10.0	8.6	2.2	-1.8
COC(=O)c1cc2occc2n1Cc1nc(-c2ccccc2C)oc1C	-2.6	-4.9&-0.3	-21.1	-0.2	0.5&0.5	-4.2&-2.1	-15.7&-3.1	6.0&0.6	-11.4&15.8
CCc1cccc2c(C(=O)CN3C(=O)C(=O)N(C4CCCC4)C3=O)c[nH]c12	-4.9	-4.7	12.4	1.0	1.8	-7.0	-5.3	5.1	-4.6
Cc1c(/C=N/n2cnnc2)c2ccccc2n1C	7.6	-0.5	-5.5	-1.4	0.1	-2.9	4.3	-1.4	-1.6
CCOC(=O)CNC(=O)CSc1nnc(NC(=O)c2ccccc2Cl)s1	-17.2	2.6	-7.5	-0.1	0.3	1.7	1.1	-0.1	3.8
CN(C)CCNc1nc2sc3c(c2c(=O)n1-c1ccc(F)cc1)CCCCC3	-27.5	4.2	18.9	1.6	1.9	11.1	-2.7	15.1	0.5
Cc1ccc(NC(=O)c2cccc(NC(=O)/C=C/c3ccco3)c2)cc1C	-17.2	-7.8	-11.7	-0.8	-1.2	-4.9	-18.0	2.5	-19.2
c1ccc(-c2nc(-c3ccncc3)no2)cc1	4.0	-4.7	-3.6	0.0	-0.4	6.4	4.3	0.1	-2.4
CC1CCC(C(=O)NC(C(=O)N2CCC(N3CCCCC3)CC2)C(C)C)CC1 (configuration not stated)	-4.0	2.2	-11.1	0.8	0.2	1.3	-11.6	1.2	3.3
c1ccc2c(c1)CCCC2NC1=NCCC1 (configuration not stated)	-9.1	9.3	-0.9	-1.6	-0.2	0.5	-0.5	1.2	-3.9
Cc1ccnc(NS(=O)(=O)c2ccc(NC(=O)c3ccccc3F)cc2)n1	-4.0	-13.9	-0.3	0.3	0.1	1.2	-10.4	-0.1	-2.8
CS(=O)(=O)Nc1cccc(C2=NN(C(=O)c3ccccc3)C(c3cccs3)C2)c1 (configuration not stated)	-7.2	0.9	0.3	-1.3	-1.6	2.3	1.9	10.8	-21.1
O=C(CC1SCCNC1=O)Nc1ccc(Cl)c(Cl)c1 (configuration not stated)	-7.6	-3.5	-8.0	1.1	0.8	-2.9	-6.1	8.8	-10.6
COc1cc(C(=O)Nc2ccc3nc(N4CCOCC4)sc3c2)cc(OC)c1OC	9.3	4.5	19.2	1.6	1.0	10.7	-7.1	0.8	-22.3
CCCSc1nc2c([nH]c3ccccc32)c(=O)n1C	8.0	-5.3	/	0.6	0.4	3.2	9.6	0.3	-2.6
COc1ccc(OC(=O)c2nc(SCc3ccc(F)cc3)ncc2Cl)cc1	-0.6	-0.6	/	2.6	4.0	-0.7	-2.1	10.4	-2.1
CCOC(=O)C(C)n1nc(-c2ccccc2)c2ccccc2c1=O (configuration not stated)	-4.0	1.4	/	/	-0.6	-1.7	/	5.2	-4.4
Cc1cccc(-c2nc(=S)c3c(o2)CCCC3)c1	-0.7	7.2	8.0	0.7	0.5	-1.8	-3.9	-2.2	35.9
O=C1/C(=C\c2cccs2)SC(=S)N1C1CCS(=O)(=O)C1 (configuration not stated)	-18.7	0.4	/	/	0.0	2.3	7.9	4.7	-22.8
COc1ccccc1C(=O)Nc1ccccc1SC	11.9	2.8	5.4	-0.8	-1.7	-3.2	7.6	3.0	7.4
CC(Oc1ccccc1)C(=O)Nc1ccccc1F (configuration not stated)	6.8	-2.4	-5.9	0.2	-0.7	0.1	-1.9	-0.5	-4.4
O=C(NCc1csc(-c2ccccc2)n1)c1cc(F)cc2c1OCOC2	-12.1	-4.9	-4.6	-0.2	0.1	0.2	-5.2	3.5	-14.3
CSc1nc2ccc(NC(=O)C3CC(=O)N(Cc4ccco4)C3)cc2s1 (configuration not stated)	8.2	-9.4	-8.5	-0.8	-0.6	-0.2	1.5	1.4	-1.1
CC(C)c1ccc(C(=O)NNC(=O)C2CC=CCC2C(=O)O)cc1 (configuration not stated)	13.6	-6.3	-9.6	0.9	0.3	-6.4	-13.0	2.5	5.8
CCCCSCCCNC(=O)c1ccc(CS(=O)(=O)c2ccccc2OC)o1	-0.8	8.6	-17.2	-1.2	-0.7	-1.7	3.6	1.7	-1.4
CC12CCC(=O)N1C(C(=O)NNC(=O)c1ccc(Cl)cc1)CS2 (configuration not stated)	-4.6	3.7	4.2	0.2	0.6	4.8	-15.4	2.1	7.8
Cc1ccc(OCC(=O)N2CCOCC2)cc1C	-7.4	9.8	-20.2	-0.3	0.4	0.8	-23.0	3.4	19.1
Cc1cc(C)c2c(=O)[nH]cnc2n1	-3.3	-2.1	-4.8	1.2	0.3	4.6	7.4	2.0	0.4
CCOC(=O)c1c(C)c(-c2ccccc2)n(CC(=O)Nc2cc(C)cc(C)c2)c1C	/	5.0	/	0.0	0.3	5.5	0.2	5.0	14.0
Cc1ccc2c(c1)N(CC(=O)NCCC1=CCCCC1)C(=O)c1cccnc1O2	-11.9	-4.7	/	/	-1.3	-4.3	/	1.0	-7.1
CCOc1ccc(N(CC(=O)NCCOc2ccccc2OC)S(=O)(=O)c2ccccc2)cc1	-12.8	-3.2	15.6	-0.3	-1.2	0.8	3.2	12.9	-9.4
C/C(=N\NC(=O)c1ccncc1)c1cccc(NC(=O)c2ccc(C(C)(C)C)cc2)c1	?	-0.1	25.1	0.2	0.2	1.1	11.2	2.9	-8.9
CCc1ccc(OCCSc2nc3ccccc3n2CC(=O)O)cc1	7.5	5.0	12.3	-0.7	-1.3	2.7	-5.8	1.1	1.3
COc1ccc(CCN(C)CC(O)COc2ccc(C(C)=O)cc2OC)cc1OC (configuration not stated)	-1.8	2.1	36.0*	0.0	0.2	15.0	1.5	0.8	5.9
O=C(c1ccc2c(=O)n3c(nc2c1)CCC3)N1CCN(S(=O)(=O)c2cccc(F)c2)CC1	-8.7	-0.5	-3.7	0.6	0.7	7.1	17.0	1.9	-2.4

Some entries already given, reduced to D1 PAM, TRHR agonist and D1 agonist.
mol,D1 PAM,TRHR agonist,D1 agonist
O=c1cc(-c2ccccc2Cl)oc2c(NS(=O)(=O)c3ccccc3OC(F)(F)F)ccc(O)c12,1.6,-1.1,2.7
COc1ccc(OC)c(C2=NO[C@@H]3C(=O)N(c4cc(Cl)ccc4OC)C(=O)[C@H]23)c1,9.8,0.2,2.7
Cc1ccccc1NC(=O)Cn1c(=O)oc2cc(Br)ccc21,-0.3,0.4,18.2
